Eya2 inh: inhibitors of human Eya2 phosphatase activity | recombinant Eya2, OMFP fluorescence dephosphorylation (OMFP is methylfluorescein phosphate) | Potency, µM (top dose mostly 76.9 µM), for inactives: at the top dose activity, negative = inhibition, most hits filed as inhibitors | hit rate 0.006% among 330,000 | AID 488837; note: potency is the fitted concentration of half-maximal effect; % is set by controls: 0 for no effect and ±100 for the full control effect
Target sequence (O00167 whole entry, looked up): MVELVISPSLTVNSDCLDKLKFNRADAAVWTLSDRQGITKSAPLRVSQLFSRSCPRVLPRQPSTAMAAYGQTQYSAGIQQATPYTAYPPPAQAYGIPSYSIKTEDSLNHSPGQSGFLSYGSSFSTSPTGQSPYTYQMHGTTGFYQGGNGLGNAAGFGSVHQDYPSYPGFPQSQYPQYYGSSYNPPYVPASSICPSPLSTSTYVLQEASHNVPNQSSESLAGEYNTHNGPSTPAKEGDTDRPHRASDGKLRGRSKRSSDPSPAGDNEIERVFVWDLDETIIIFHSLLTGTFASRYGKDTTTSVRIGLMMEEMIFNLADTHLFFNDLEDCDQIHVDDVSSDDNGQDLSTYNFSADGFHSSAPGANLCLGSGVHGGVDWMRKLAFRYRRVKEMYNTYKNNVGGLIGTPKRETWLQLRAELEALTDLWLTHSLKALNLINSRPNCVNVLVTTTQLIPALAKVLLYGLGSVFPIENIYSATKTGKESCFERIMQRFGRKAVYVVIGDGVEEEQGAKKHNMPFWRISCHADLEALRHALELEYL
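Eya2 protein (added as 0.2 uM solution) was preincubated with compound for 10 min at ambient temperature in 50 mM HEPES pH 7.5, 50 mM NaCl, 5 uM MgCl2, 0.05% BSA, 1 mM DTT. OMFP (added at 50 uM) then reacted 10 min; fluorescence read at 485/525 nm.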
TCR activator: T cell receptor activation | 330,000 tested, under 10 active | Potency, µM (top dose mostly 9.22 µM), for the others: at the highest dose activation of IL-2 secretion, hits mostly activators | primary human leukocytes, anti-CD3, IL-2 HTRF, 48 h; note: % of control where 0% means no effect
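IL-2 release read by HTRF sandwich (Eu cryptate donor, d2 acceptor, 665 nm emission) after 48 hr exposure of primary human leukocytes to compound together with anti-CD3 beads in the absence of co-stimulatory signals.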
USP2a block: blocks human ubiquitin-specific protease USP2a; USP2 core, Ub-CHOP2 coupled fluorogenic reporter, 485/531; Potency, µM (highest dose often 38.3 µM), without a hit: at the top dose activity change, negative = inhibition, hits mostly inhibitors; hit rate 0.01% among 330,000; AID 463254;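 note: potency is the fitted concentration of half-maximal effect; plate controls were DMSO wells for no effect and full inhibition by NEM control for full effect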
Target sequence (O75604 whole entry, looked up): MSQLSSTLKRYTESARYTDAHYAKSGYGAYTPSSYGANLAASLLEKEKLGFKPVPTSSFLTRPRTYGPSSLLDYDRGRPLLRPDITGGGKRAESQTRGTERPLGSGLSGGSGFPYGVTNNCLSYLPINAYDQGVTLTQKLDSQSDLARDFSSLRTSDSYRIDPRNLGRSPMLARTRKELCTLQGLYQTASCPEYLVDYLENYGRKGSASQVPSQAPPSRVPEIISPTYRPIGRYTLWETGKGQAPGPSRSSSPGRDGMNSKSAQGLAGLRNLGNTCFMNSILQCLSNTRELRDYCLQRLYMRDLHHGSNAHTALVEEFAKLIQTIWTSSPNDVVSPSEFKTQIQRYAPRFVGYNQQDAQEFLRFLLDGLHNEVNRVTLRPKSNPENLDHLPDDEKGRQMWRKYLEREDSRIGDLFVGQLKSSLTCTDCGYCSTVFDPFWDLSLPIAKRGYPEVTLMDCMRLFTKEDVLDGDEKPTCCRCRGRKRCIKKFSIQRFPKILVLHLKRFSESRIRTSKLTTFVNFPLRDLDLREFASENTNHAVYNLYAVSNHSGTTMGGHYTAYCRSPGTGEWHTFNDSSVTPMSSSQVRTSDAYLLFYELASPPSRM
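Cell-free coupled assay: 10nM USP2 core preincubated 30min RT with compound in Tris-HCl pH 8.0/CaCl2/CHAPS buffer, then 25nM Ub-CHOP2 and 25nM reporter substrate; fluorescence (Ex 485/Em 531) read after 60min RT, normalized to NEM inhibition, concentration-response curves fitted.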
Mito fusion yeast: mitochondrial division inhibition or fusion activation. S. cerevisiae fusion-defective mutant growth rescue, CellTiterGlo 48 h. Potency, µM (highest dose often 46.1 µM), inactives show at the highest dose growth rescue (activation), actives largely listed as activators. hit rate 0.23% among 320,000;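 note: potency is the fitted concentration of half-maximal effect; % of control where 0% means no effect; nearly all actives have a fitted effect of over 45% in size; temperature-sensitive fusion mutants such as fzo1-1 at 37 °C on non-fermentable ethanol glycerol medium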
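S. cerevisiae fusion-defective temperature-sensitive mutants (e.g. fzo1-1, mgm1-5) grown 48 h at 37C in YPEG (ethanol/glycerol non-fermentable) medium with 23 nl compound per well; growth rescue read as CellTiterGlo luminescence.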
ELG1 DNA repair: blocks ELG1-dependent DNA repair in HEK293T cells; HEK293T ELG1-luciferase reporter, luminescence, 16 h; DNA damage induced by 5-fluorouridine; Potency, µM (doses to about 46.1 µM), for the others: at the highest dose activity change, negative = inhibition, hits mostly inhibitors; hit rate 2.3% among 330,000; AID 504467; note: potency is the fitted concentration of half-maximal effect; % is set by controls: 0 for no effect and ±100 for the full control effect; nearly all actives have a fitted effect of over 55% in size
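Quantitative HTS, concentration-response format. 2,000 cells/well co-treated with 5-fluorouridine and compound, 16 hr in 5% CO2 at 37 °C; ONE-Glo luminescence read after 30 min.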
hERG WT inh: inhibitors of human wildtype KCNH2 potassium channel. Q12809. U2OS, BacMam KCNH2, thallium flux FluxOr; active compounds read low. activity change, % at 1.84 µM. hit rate 0.37% among 340,000;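 active = maximum activity change below -70%; inconclusive = maximum activity change between -70% and -50%; inactive = maximum activity change above -50%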; note: % is set by controls: 0 for no effect and ±100 for the full control effect
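U2OS cells were transduced with wild-type KCNH2 virus (2.03 x 10^8 / mL) for 4 h at room temperature, then cultured overnight at 37 C. Thallium flux was read with FluxOr dye. Rate constants were normalized to DMSO controls.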
KCNH2 3.1 block: inhibitors of human KCNH2 3.1 potassium channel isoform | U2OS KCNH2 3.1, thallium flux FluxOr; active compounds read low | activity change, % (tested at about 1.8 µM) | hit rate 0.95% among 340,000 | AID 720553;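 active = maximum activity change below -70%; inconclusive = maximum activity change from -70% to -50%; inactive = maximum activity change above -50%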;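 note: thallium influx rate constant from kinetic fluorescence after stimulation buffer; % is set by controls: 0 for no effect and ±100 for the full control effect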
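Kinetic fluorescence (2 min after stimulation buffer) measures Tl+ influx through KCNH2 3.1 expressed by viral transduction in U2OS cells; the rate constant is normalized against DMSO controls serving as positive and negative references.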
TSHR antagonist: antagonists of human thyroid stimulating hormone receptor | P16473 | TSHR-expressing cells, TSH-stimulated cAMP HTRF, 2 h; active compounds read low | activity change, negative = inhibition, % at 11.5 µM | hit rate 0.2% among 330,000 | AID 504810;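 active = activity change below a set negative limit, meaning inhibition stronger than a set level, cut at about -70% in these data; inconclusive = activity change between two set negative limits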; note: % is set by controls: 0 for no effect and ±100 for the full control effect
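Freshly harvested TSHR cells receive pin-tooled compound, then EC80 TSH at 4nM final. After 2 hours at 37 deg C, antibody in lysis buffer and cAMP-d2 are added; 30 minutes at ambient temperature precede the HTRF read.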
AT treatment: potential ataxia-telangiectasia treatment | Potency, µM (titrated, usually from 57.5 µM), for inactives: top-dose activation, actives largely listed as activators | AID 485349 | hit rate 0.19% among 320,000 | […] A-T fibroblasts, KAP-1 phosphorylation AlphaLISA; neocarzinostatin DNA damage 30 min before lysis; note: potency is the fitted concentration of half-maximal effect; % of control where 0% means no effect; nearly all actives have a fitted effect of over 45% in size
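hTERT-immortalized A-T patient fibroblasts ([…]), 500 cells/well in OPTI-MEM, 1% FBS, got compounds for 60 min, then NCS for 30 min at 37C. Lysates were then assayed for phospho-KAP-1 by AlphaLISA (anti-pKAP1 donor, anti-KAP1 acceptor beads), 6 hr at 25C.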
TRPV1 ag: activates the human vanilloid receptor TRPV1. TRPV1-expressing cells, Fluo-8 calcium influx, agonist mode. activation, % at 8.33 µM. hit rate 0.19% among 320,000. AID 540275; in the data active = activation above about 80%; inconclusive = between about 30% and that limit; note: 0% is about no effect
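Cells expressing TRPV1 were dye-loaded with Fluo-8 and read kinetically: 10 s baseline, 3 min after compound (agonist portion), then 2 min after EC20 capsaicin (allosteric enhancer portion). Calcium-bound dye fluorescence at 480/520 nm.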
Active calls of the source: *; ? = inconclusive; nt = not tested or not shown; & = joins results of further samples; [ ] = another dose, or the depositor's remark. Unless noted, calls come from the whole dose curve; as a rule, active = well fitted curve in the direction sought with a large enough effect; inconclusive = small, poorly fitted or top-dose-only effect, or another doubt; inactive = no such curve, though single readings can be large; an effect the other way counts as inactive or inconclusive.

SMILES	Eya2 inh	TCR activator	USP2a block	Mito fusion yeast	ELG1 DNA repair	hERG WT inh	KCNH2 3.1 block	TSHR antagonist	AT treatment	TRPV1 ag
COc1ccc(CN2C(=O)CN(C3CCCCCC3)C(=O)C2c2ccc(OC)c(OC)c2)cc1 (stereo not drawn)	11%	nt	-2%	1%	-20%	4	5	8	-2%	22
Cc1ccccc1OCC(=O)Nc1cccc2nsnc12	-23%	2%[46.1 µM]	5%	3%	?	-1	-6	-15	5%	13
Cc1ccc(S(=O)(=O)N2CCCCC2)cc1NC(=O)Cc1cccs1	-7%	-5%	7%	nt	0%	-8	8	nt	9%	nt
O=C1CC2CS(=O)(=O)CC2N1C1CCCCC1 (stereo not drawn)	5%	-13%	0%	2%	8%	-3	6	-3	0%	nt
COCCCNC(=O)Cn1c(=O)n(CCCCCC(=O)Nc2ccccc2)c(=O)c2sccc21	2%	8%	1%	-4%	?	-3	11	11	-4%	-4
CN(c1ccccc1C(=O)N1CCN(c2ccccc2F)CC1)S(=O)(=O)c1ccccc1	3%	-2%	3%	5%	-26%	0	-10	?	9%	-4
COc1ccc(Cl)cc1C(=O)C1CCCN(Cc2cnc(N3CCOCC3)s2)C1 (stereo not drawn)	2%	-14%	7%	-12%	-16%	25	-11	11	-4%	22
CCc1cccc(C)c1NC(=O)C(c1ccccc1)N1CCC1=O (stereo not drawn)	-22%	1%	1%	0%	-7%	-4	-1	-1	-4%	-2
Cc1nc([N+](=O)[O-])cn1CC(=O)c1ccc(Br)cc1	1%	10%	3%	6%	13%	nt	nt	7	1%	4
O=C(CN1C(=O)/C(=C2\SC(=S)N(C3CCS(=O)(=O)C3)C2=O)c2ccccc21)Nc1ccccc1 (stereo not drawn)	-3%	3%[46.1 µM]	0%	-2%	4%	-3	5	12	1%	1
COc1cccc(Nc2nn3c(=O)c4ccccc4nc3s2)c1	-4%	-2%	3%	23%	?	nt	nt	9	-6%	-1
COc1ccc(C2CC(c3ccc(F)cc3)Nc3nc(N)nn32)cc1OC (stereo not drawn)	7%	-1%	0%	11%	17%	-5	-3	11	-28%	nt
Cc1ccc(C(=O)NCc2ccc(N3CCN(C(=O)OC(C)(C)C)CC3)cc2)cc1	4%	2%	0%	0%	1%	4	-117*	-12	0%	6
O=C1CC(=C(c2ccccc2)c2ccccc2)C(=O)N1CCN1CCN(c2cccc(Cl)c2)CC1	-3%	4%	0%	-1%	?	-33	-39	4	0%	2
CSc1ccccc1NC(=O)Cn1nc([N+](=O)[O-])c(Cl)c1C	-4%	-2%	2%	3%	-5%	-5	8	12	5%	1
OCc1ccccc1OCCCN1CCC(Cc2ccccc2)CC1	-5%	2%	-3%	5%	-8%	-3	-90*	5	-3%	1
CC(=O)c1cccc(NC(=S)Nc2cccc3ccccc23)c1	-2%	2%	2%	-7%	?	5	20	-11	3%	12
COc1cc(C2CC(=O)N3CN(Cc4ccco4)CSC3=C2C#N)ccc1OCc1ccccc1 (stereo not drawn)	-1%	-8%	-6%	5%	-18%	3	8	-5	18%	nt
CCCCCCOC(=O)C1=C(C)NC(=O)NC1c1ccc2c(c1)OCO2 (stereo not drawn)	-3%	4%	-1%	10%	-5%	5	1	-10	-2%	1
Cc1ccc(C2SCC(=O)N2c2ccccc2)cc1 (stereo not drawn)	0%	nt	-2%	1%	20%	6	1	-4	3%	5

Shown bar-delimited: entries from further up
smiles | Eya2 inh | TCR activator | USP2a block | Mito fusion yeast | ELG1 DNA repair | hERG WT inh | KCNH2 3.1 block | TSHR antagonist | AT treatment | TRPV1 ag
COc1ccc(C2CC(c3ccc(F)cc3)Nc3nc(N)nn32)cc1OC (stereo not drawn) | 7% | -1% | 0% | 11% | 17% | -5 | -3 | 11 | -28% | nt
Cc1ccc(C(=O)NCc2ccc(N3CCN(C(=O)OC(C)(C)C)CC3)cc2)cc1 | 4% | 2% | 0% | 0% | 1% | 4 | -117* | -12 | 0% | 6
O=C1CC(=C(c2ccccc2)c2ccccc2)C(=O)N1CCN1CCN(c2cccc(Cl)c2)CC1 | -3% | 4% | 0% | -1% | ? | -33 | -39 | 4 | 0% | 2

Later entries
SMILES	Eya2 inh	TCR activator	USP2a block	Mito fusion yeast	ELG1 DNA repair	hERG WT inh	KCNH2 3.1 block	TSHR antagonist	AT treatment	TRPV1 ag
Cc1cc(C(=O)COC(=O)c2ccccc2O)c(C)n1Cc1cccs1	1%	-5%	3%	-3%	?	-5	1	-33	0%	22
FC(F)(F)c1ccc(Sc2n[nH]c(C(F)(F)F)n2)nc1	-15%	3%	7%	-4%	0%	-7	7	4	-1%	nt
COC(=O)COc1cccc(NC(=O)COc2ccccc2)c1	3%	0%	4%	6%	13%	-22	-3	-6	6%	0
O=C(O)CCCn1c(=O)[nH]c2ccccc2c1=O	18%	0%	0%	1%	2%	11	5	-2	5%	6
CCc1ccc(C(C(=O)NC(C)(C)CC)N(Cc2ccco2)C(=O)Cn2nnc3ccccc32)cc1 (stereo not drawn)	-7%	-7%[46.1 µM]	-3%	3%	-20%	-5	-12	-20	nt	17
COc1ccccc1Nc1ccc(C(=O)NCc2cccs2)cn1	5%	0%	0%	0%	?	5	21	-28	8%	?
COCc1ccc(CN2CCC(CO)(CC3CCCCO3)CC2)o1 (stereo not drawn)	1%	3%	1%	-3%	-4%	4	-32	8	3%	2
O=C(CSc1ncccn1)Nc1ncc(C(F)(F)F)cc1Cl	11%	-2%	0%	9%	-9%	-16	-11	3	-2%	0
O=C(c1ccco1)N1CCN(c2nnc(-c3ccccc3)c3ccccc23)CC1	-15%	-1%	0%	12%	?	22	-15	-12	3%	3
CN(c1ccc([N+](=O)[O-])cc1C(=O)Nc1ccccc1)C1CCCCC1	-1%	3%	1%	2%	28%	8	-10	15	-11%	23
Cc1nc(CCNS(=O)(=O)c2cccnc2)cs1	-10%	1%	10%	-1%	-7%	3	0	3	0%	3
COc1cccc(C(C(=O)NC2CCCC2)N(C(=O)c2ccco2)C2CC2)c1OC (stereo not drawn)	-13%	2%	4%	2%	-3%	14	0	-3	0%	2
O=C(CN1CCN(Cc2ccccc2Cl)CC1)N/N=C/c1ccccn1	1%	-19%	-2%	-6%	-7%	-12	-8	-10	46%	9
Cc1nc2c(cc1N)nc(C)n2Cc1ccccc1	3%	nt	-2%	0%	2%	3	14	34	4%	0
Cc1ccc(S(=O)(=O)N(C)Cc2cc3cc(C)ccc3[nH]c2=O)cc1	8%	-2%	2%	3%	7%	-3	-117*	-4	8%	4
O=C(Nc1ccc(S(=O)(=O)NCC2CCCO2)cc1)c1cnccn1 (stereo not drawn)	-4%	-11%	9%	-7%	1%	-8	-13	2	3%	9
CC(=O)Nc1ccc(NC(=O)/C=C/c2ccc3c(c2)OCO3)cc1	-20%	4%	1%	-4%	1%	0	-30	21	-1%	?
CCc1nnc2c(NCCc3ccccc3)nc3ccccc3n12	-7%	-1%	3%	3%	0%	-4	3	5	-13%	-1
CCn1cc(C(=O)O)c(=O)c2cc3c(cc21)OCO3	10%&2%	nt	-1%	20%&0%	6%	nt	nt	-10&-3	-12%	-1
CCOc1ccc(OCC)c(-c2c(=O)n(OCc3ccc(Cl)cc3)c3ccccc3[n+]2[O-])c1	-23%	-2%	-11%	6%	?	-2	-21	0	-1%	0
CCOC(=O)C(C)Sc1nc2c(cnn2-c2ccc(C)cc2)c(=O)[nH]1 (stereo not drawn)	3%	8%[46.1 µM]	0%	6%	?	10	29	5	-3%	2
CCc1nc(CNC(=O)c2cc(OC)c(OC)c(OC)c2)no1	0%	-3%	2%	7%	6%	-7	-6	30	5%	-6
CCC1CCCCN1CCCNC(=O)c1ccc2c(c1)c(C)c(C)n2C (stereo not drawn)	1%	4%	0%	-12%	?	8	18	-2	-2%	2
COC(=O)/C=C1\SC(=Nc2ccc(OC)cc2)NC1=O	2%	15%	3%	1%	5%	11	2	-10	-10%	5
CCCCC(SCC(=O)Nc1ccccc1)C(=O)O (stereo not drawn)	9%	4%	-2%	1%	?	-7	-9	13	5%	-2
COc1ccccc1-c1nc(SCC(=O)Nc2ccccc2)n[nH]1	8%	2%	1%	2%	-33%	-7	-4	1	5%	9
COc1cccc(CNC(=O)Cn2cc3c(n2)CCCCC3)c1	7%	-4%	-2%	3%	-10%	-1	-1	2	4%	16
Cc1nn(C)c(Cl)c1CN1CCN(CC(C)C)C(CCO)C1 (stereo not drawn)	2%	-1%	4%	3%	0%	-4	-1	2	1%	-1
CCN(C(=O)C1CCCN1S(=O)(=O)c1ccc2c(c1)n(C)c(=O)c(=O)n2C)c1ccccc1 (stereo not drawn)	-10%	-1%	1%	1%	-2%	-3	-7	-9	1%	1
CN(c1ccccc1)S(=O)(=O)c1ccc(Cl)c(C(=O)Nc2ccccc2N2CCOCC2)c1	35%	-6%	-1%	?	?	13	-5	-9	7%	3

From PubChem

Only part of the results is shown, so the mix of outcomes need not match the whole.
